Screening data deposited in PubChem BioAssay by National Center for Advancing Translational Sciences (NCATS).
Tb PYK inh: qHTS of Trypanosoma Brucei Inhibitors. AID 624173, 2012. actives 0.12% (n = 410,000). Potency, µM (titrated, usually from 76.8 µM), for inactives: top-dose activity, negative = inhibition, usual class: inhibitors. TbPYK enzyme, Kinase-Glo Plus ATP luminescence, 45 min. pyruvate kinase (Trypanosoma brucei), Q57TT1; also: potency is read from the fitted curve at half-maximal effect; nearly all actives have a fitted effect of over 50% in size
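Activity of T. brucei pyruvate kinase was followed by Kinase-Glo Plus luminescence after the enzyme reacted 45 min at room temperature with 130 uM ADP (final) and substrate. Test compounds were added before ADP at multiple concentrations.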
AmpC no deterg: qHTS Inhibitors of AmpC Beta-Lactamase (assay without detergent). AmpC nitrocefin hydrolysis, absorbance 480 nm, 0.0001% Triton. P00811. Potency, µM (doses to about 57.1 µM), without a hit: top-dose activity change, negative = inhibition, hits mostly inhibitors. actives 0.52% (n = 330,000);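 also: potency is read from the fitted curve at half-maximal effect; plate controls were no compound for no effect and no enzyme for full effect; nearly all actives have a fitted effect of over 20% in size; some results filed as inactive show a strong effect at the top dose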
Target sequence (P00811 whole entry, looked up): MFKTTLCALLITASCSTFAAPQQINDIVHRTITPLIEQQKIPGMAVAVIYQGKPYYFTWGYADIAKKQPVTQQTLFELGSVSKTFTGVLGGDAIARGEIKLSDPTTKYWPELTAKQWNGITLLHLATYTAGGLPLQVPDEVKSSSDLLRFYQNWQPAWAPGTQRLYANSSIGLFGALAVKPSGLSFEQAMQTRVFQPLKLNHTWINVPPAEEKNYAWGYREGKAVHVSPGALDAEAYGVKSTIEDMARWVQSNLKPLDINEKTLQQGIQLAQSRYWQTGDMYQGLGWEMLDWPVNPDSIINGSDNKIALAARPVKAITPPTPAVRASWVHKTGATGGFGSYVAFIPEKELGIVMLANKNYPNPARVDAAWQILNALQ
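AmpC (5.3 nM in the dispensed reagent) in 20 mM phosphate pH 7.0 with 0.01% (detergent screen) or 0.0001% Triton X-100 was preincubated with compounds for 15 min at room temperature. Nitrocefin was then added from an 800 uM solution, and hydrolysis was followed at 480 nm.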
HCV inhibitor: qHTS Assay for Inhibitors of Hepatitis C Virus (HCV); AID 651820, 2012; Huh7.5.1 HCVcc-Cre infection, luciferase reporter, 44 h; actives 3.4% (n = 340,000); Potency, µM (highest dose often 41.8 µM), for inactives: at the top dose activity change, negative = inhibition, most hits filed as inhibitors; also: potency is read from the fitted curve at half-maximal effect
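Antiviral activity was scored by luciferase reporter output from cells infected with HCVcc-Cre (~0.5 moi) in presence of compound, 44 h infection period, cells seeded 1,000/well 4 h prior.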
LmPK inhibitor: qHTS Assay for Inhibitors of Leishmania Mexicana Pyruvate Kinase (LmPK); Q27686; purified LmPK, Kinase-Glo ATP luminescence, 1 h; Potency, µM (highest dose often 57.5 µM), for the others: at the highest dose activity change, negative = inhibition, actives largely listed as inhibitors; actives 0.37% (n = 290,000); AID 1721, 2009; also: potency is read from the fitted curve at half-maximal effect
Target sequence (Q27686 whole entry, looked up): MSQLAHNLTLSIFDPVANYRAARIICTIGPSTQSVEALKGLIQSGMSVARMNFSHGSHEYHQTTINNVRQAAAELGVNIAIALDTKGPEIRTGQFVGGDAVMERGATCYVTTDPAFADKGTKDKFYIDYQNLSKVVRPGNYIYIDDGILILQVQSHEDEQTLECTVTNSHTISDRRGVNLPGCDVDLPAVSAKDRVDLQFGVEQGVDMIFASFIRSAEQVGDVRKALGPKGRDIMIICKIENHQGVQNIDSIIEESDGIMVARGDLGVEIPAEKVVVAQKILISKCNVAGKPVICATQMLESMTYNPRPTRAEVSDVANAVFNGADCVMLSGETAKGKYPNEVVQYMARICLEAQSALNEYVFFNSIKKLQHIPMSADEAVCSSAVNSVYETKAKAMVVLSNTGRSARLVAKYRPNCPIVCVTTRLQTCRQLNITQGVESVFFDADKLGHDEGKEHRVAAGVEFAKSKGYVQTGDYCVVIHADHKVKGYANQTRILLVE
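Kinase-Glo luminescence read after 1 h RT reaction of 0.1 nM LmPK with 0.5 mM PEP and 0.1 mM ADP. Activity scaled between uninhibited and enzyme-free controls.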
AmpC inh detg: qHTS Inhibitors of AmpC Beta-Lactamase (assay with detergent); AmpC hydrolysis of nitrocefin, absorbance 480 nm, 0.01% Triton; Potency, µM (titrated, usually from 114 µM), without a hit: at the highest dose activity change, negative = inhibition, most hits filed as inhibitors; actives 0.041% (n = 370,000);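 also: potency is read from the fitted curve at half-maximal effect; 0% = no-compound wells and -100% = no-enzyme wells; nearly all actives have a fitted effect of over 25% in size; some results filed as inactive show a strong effect at the top dose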
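AmpC (5.3 nM in the dispensed reagent) in 20 mM phosphate pH 7.0 with 0.01% (detergent screen) or 0.0001% Triton X-100 was preincubated with compounds for 15 min at room temperature. Nitrocefin was then added from an 800 uM solution, and hydrolysis was followed at 480 nm.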
AMA1 RON2 block: qHTS for Inhibitors of AMA1-RON; Towards Development of Antimalarial Drug Lead: Primary Screen; actives 0.2% (n = 360,000); AID 720542, 2013; Plasmodium falciparum AMA1 (3D7) - RON2 peptide interaction; AlphaScreen AMA1-biotinylated RON2 peptide binding; Potency, µM (doses to about 58.2 µM), for the others: at the highest dose activity change, negative = inhibition, most hits filed as inhibitors;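 also: potency is read from the fitted curve at half-maximal effect; 0% = vehicle wells and -100% = peptide control; nearly all actives have a fitted effect of over 45% in size; some results filed as inactive show a strong effect at the top dose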
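AMA1 (3D7) with his tag at 25 nM final met compounds first, then biotinylated RON2 peptide at 25 nM; detection used donor plus acceptor beads, 10 µg/mL apiece, read by AlphaScreen after 30 min at room temperature.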
HCMV antiviral: qHTS Assay for inhibitors of the human cytomegalovirus (HCMV); HFF cells, HCMV-luciferase reporter, 72 h; hits give low values; activity change, negative = inhibition, % at 57.5 µM; actives 4.5% (n = 410,000); AID 1259415, 2018; in the data active = activity change below about -60%; inconclusive = no clear call, values can overlap the other calls; inactive = above about -39%
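Two-dose cell screen: HFF monolayers treated with compounds and infected with luciferase-expressing HCMV at 1 PFU/cell, 72 h at 37C, then lysed for luciferase measurement.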
Active calls of the source: *; ? = inconclusive; / = not tested or not shown; [ ] = dose if it differs, or a comment. Unless noted, calls follow the shape of the dose curve; as a rule, active = well fitted curve in the direction sought with a large enough effect; inconclusive = small, poorly fitted or top-dose-only effect, or another doubt; inactive = no such curve, though single readings can be large; an effect the other way counts as inactive or inconclusive. Unless noted, % is scaled to controls: 0 for no effect and ±100 for the full control effect. The order is random. About 7.5% of those tested had a hit in this group.

smiles | Tb PYK inh | AmpC no deterg | HCV inhibitor | LmPK inhibitor | AmpC inh detg | AMA1 RON2 block | HCMV antiviral
COc1ccc(CCNC(=O)CCCn2c(=S)[nH]c3cc4c(cc3c2=O)OCO4)cc1OC | -2.2% | / | / | / | / | 164.2%[activator] | 53.3
Cc1cccc(C)c1NC(=S)NN1CCN(C)CC1 | -1.8% | -18.1% | -9.5% | -5.6% | -0.2% | 8.8% | 43.6
C[C@H](CO)N1C[C@H](C)[C@@H](CN(C)C(=O)Nc2ccccc2F)Oc2ncc(Br)cc2C1=O | -7.7% | / | / | / | / | -0.4% | 11.8
C(=C\c1ccccc1)/CN1CCN(C(c2ccccc2)c2nnnn2-c2ccc3c(c2)OCCO3)CC1 (stereo unspecified) | -1.3% | / | / | / | / | ? | -36.7
Cc1cccc(-c2nc(CSc3nncn4c3cc3sccc34)c(C)o2)c1 | 4.4% | / | / | / | 1.2% | / | ?
O=C(COc1ccc(Cl)cc1Br)NC1CC1 | -18.1% | -3.5% | ? | / | 0.0% | 0.2% | -29.6
Cc1cc(C)c(C)c(S(=O)(=O)Nc2ccccc2N2CCOCC2)c1C | -3.4% | 26.0% | ? | / | / | -12.7% | 0.0
Cc1ccc(NC(=O)COc2ccccc2)c(NC(=O)c2ccccc2C)c1 | 9.4% | / | -1.0% | / | / | 16.8% | -64.5*
N#Cc1ccccc1Cn1c(=O)n(CCCC(=O)NCc2ccccc2Cl)c(=O)c2ccccc21 | -7.9% | / | / | / | -0.3% | / | 26.4
Cc1cc(C)c(C#N)c(SCC(=O)Nc2c(C)n(C)n(-c3ccccc3)c2=O)n1 | -2.5% | -17.4% | -3.3% | / | / | -11.0% | ?
COc1ccc(NC(=O)CNC(c2ccccc2)c2ccccc2)cc1Cl | 0.0% | -31.3% | -15.0% | 0.1% | -6.6% | 0.0% | 55.7
Cc1cc2ccccc2n1CCNC(=O)c1ccccc1F | -3.6% | / | / | / | 4.8% | / | 6.4
Cc1ccc2c(c1)N(CC(=O)NC(C)CCc1ccccc1)C(=O)c1cccnc1O2 (stereo unspecified) | -1.1% | 22.1% | -11.0% | 1.1% | -10.3% | -2.5% | 4.4
CCN(CC)S(=O)(=O)c1ccc(O)c(C(=O)OCC(=O)Nc2cc(C)c(C)cc2[N+](=O)[O-])c1 | -1.5% | -48.7% | -26.7% | -13.0% | 1.5% | -3.2% | -22.8
COc1ccc(N2C(=O)/C(=C/c3ccc([N+](=O)[O-])cc3)C=C2c2ccccc2)cc1 | -0.9% | -29.5% | ? | -16.2% | ? | -21.3% | -101.0*
COC(=O)c1ccc(Cn2c(SCc3ccc(F)cc3)nc3ccncc32)cc1 | -3.9% | / | / | / | -3.3% | / | 10.3
Cc1ccc(C)c(N2CCN(C(=O)CCCN3C(=S)NC(C)(C)CC3C)CC2)c1 (stereo unspecified) | 0.9% | 133.6%[activator] | 10µM* | 1.7% | 1.1% | ? | -63.8*
Cc1nc(N)[nH]c(=O)c1CCCNS(=O)(=O)c1ccc([N+](=O)[O-])cc1 | -0.5% | / | -7.7% | / | / | -2.9% | 7.8
O=C(CN1CCN(CC(=O)Nc2ccccc2Cc2ccccc2)CC1)Nc1ccccc1Cl | -4.6% | -10.9% | ? | 1.0% | -3.8% | -7.5% | -9.1
Cc1ccc(S(=O)(=O)N/N=C\c2ccc3c(c2)OCO3)cc1 | 0.2% | -30.5% | 4.6% | -6.8% | -3.3% | -0.9% | 12.4
CC1CCCCN1c1nc(-c2ccncc2)nc2ccccc12 (stereo unspecified) | 2.2% | 49.5% | 10µM* | 0.8% | 8.7% | -1.3% | -33.4
CCCOC(=O)/C(=C\C=C\c1ccccc1)NC(=O)c1ccccc1 | 1.9% | -3.2% | -19.6% | 8.8% | 6.5% | 12.0% | 14.7
Cn1c(COc2ccccc2)nnc1SCC(=O)Nc1ccc(N2CCOCC2)c(Cl)c1 | 1.4% | 17.0% | -28.6% | -3.9% | 5.5% | -2.6% | /
COCCCN(Cc1ccco1)C(=O)Cn1ncc2c(=O)oc3ccc(C)cc3c21 | 6.0% | 37.5% | -11.8% | -2.3% | -0.5% | -6.8% | -11.1
COc1cc2c(cc1OC)CN(Cc1cccs1)CC2 | 4.1% | -45.6% | 2.3% | -7.1% | -12.2% | ? | 22.0
O=C(NCc1cccnc1)C(=O)NCC1OCCN1S(=O)(=O)c1ccccc1 (stereo unspecified) | 2.4% | -6.2% | 4.4%[8.37 µM] | -2.8% | ? | 1.9% | 11.7
O=C(CNC(=O)c1ccccc1)NCC(c1ccco1)N1CCCC1 (stereo unspecified) | 2.8% | -4.8% | 1.9% | / | / | 2.0% | 5.3
CC1(C)CC(NC(=O)CC2CCCCC2)CC(C)(C)N1 | -7.5% | -10.7% | 13.7% | -4.6% | -8.3% | 4.1% | ?
Nc1cc(S(=O)(=O)O)cc2ccc(S(=O)(=O)O)cc12 | ? | / | 1.3% | / | / | -3.9% | -18.2
O=C(NC(=S)NCCc1ccccn1)c1ccco1 | -11.5% | -25.3% | 6.2% | -1.8% | -8.9% | -2.0% | -27.7

Reprinted at random: three compounds from above.
smiles | Tb PYK inh | AmpC no deterg | HCV inhibitor | LmPK inhibitor | AmpC inh detg | AMA1 RON2 block | HCMV antiviral
O=C(COc1ccc(Cl)cc1Br)NC1CC1 | -18.1% | -3.5% | ? | / | 0.0% | 0.2% | -29.6
Cc1nc(N)[nH]c(=O)c1CCCNS(=O)(=O)c1ccc([N+](=O)[O-])cc1 | -0.5% | / | -7.7% | / | / | -2.9% | 7.8
Cc1cc(C)c(C)c(S(=O)(=O)Nc2ccccc2N2CCOCC2)c1C | -3.4% | 26.0% | ? | / | / | -12.7% | 0.0

Next section.
smiles | Tb PYK inh | AmpC no deterg | HCV inhibitor | LmPK inhibitor | AmpC inh detg | AMA1 RON2 block | HCMV antiviral
Cc1cccc(-n2c(=O)c3c4c(sc3n3cnnc23)CCCC4)c1 | -2.3% | / | / | / | 13.4% | / | -20.6
O=C(NCc1ccc2c(c1)OCO2)c1ccc(N2C(=O)C3CCCCC3C2=O)cc1 (stereo unspecified) | -7.4% | -34.6% | -6.4% | 1.7% | ? | -1.5% | /
Cc1cc(N2CCN(C)CC2)nc2ccc(NC(=O)c3ccc(Br)o3)cc12 | -27.6% | 95.9%[activator] | ? | 1.0% | -3.3% | -25.9% | 29.2
Cc1ccc(C)c(S(=O)(=O)NC2CCSC2=O)c1 (stereo unspecified) | -5.2% | -13.5% | 4.6% | / | ? | 25.2% | -6.4
Cc1ccc(C)c(S(=O)(=O)N2CCN(C(=O)Cn3c(C(F)(F)F)nc4ccccc43)CC2)c1 | -9.0% | 16.2% | ? | 0.7% | -4.7% | -0.1% | 9.2
CCOCC(=O)Nc1c(C(=O)Nc2ccc(OC)cc2OC)oc2ccccc12 | 5.3% | -11.2% | 2.5% | -2.1% | ? | -1.2% | -4.4
Cc1ccccc1OCC(=O)OCC(=O)N1CCCc2ccccc21 | -5.8% | 3.4% | 11.9% | / | ? | 3.5% | 30.0
COc1ccc(C(CCN2CCOCC2)c2c(OC)cc(OC)c3ccc(=O)oc23)cc1 (stereo unspecified) | -3.7% | 110.7%[activator] | 2.82µM* | / | / | -3.2% | -19.1
Cn1cc(S(=O)(=O)c2ccc(Cl)cc2)c(=O)c2cc(F)c(N3CCCCCC3)cc21 | 0.0% | / | / | / | 16.5% | / | -8.0
CC(=O)N(c1ccccc1Cl)S(=O)(=O)c1ccc(Cl)cc1 | -2.0% | -24.7% | 13.4% | -6.4% | 0.2% | -2.1% | 50.4
CC1(C(=O)NS(=O)(=O)c2ccc(Cl)cc2)CCN1C(=O)c1ccc(C2CCCCC2)cc1 (stereo unspecified) | -15.0% | / | / | / | / | 5.6% | -33.4
CC1(C)Cc2cccc(OCC(=O)Nc3ccccc3N3CCOCC3)c2O1 | 1.0% | -19.2% | ? | 1.5% | ? | 12.6% | -17.2
COc1ccc(N2CCN(C(=O)Cn3nnc(-c4ccc(N(C)C)cc4)n3)CC2)cc1 | 0.1% | -18.8% | 5.8% | 0.0% | ? | -13.2% | -33.8
C/C(Cl)=C\Cn1c(Nc2ccccc2)nc2c1c(=O)n(C)c(=O)n2C | -1.9% | -5.0% | 4.7% | 4.8% | -15.4% | 8.2% | 6.7
NS(=O)(=O)c1ccc(CNC(=O)c2cc(S(=O)(=O)N3CCOCC3)c(Cl)cc2Cl)cc1 | -0.1% | -13.2% | 4.4% | / | ? | 0.0% | -23.7
Cc1ccc(N2CC(C(=O)Nc3nnc(C)s3)CC2=O)cc1 (stereo unspecified) | 6.8% | -14.1% | 12.3% | 5.0% | 1.8% | 2.0% | 15.9
CC(=O)Nc1ccc(C(=O)N/C(=C/c2ccccc2)C(=O)N2CCCCC2)cc1 | 8.7% | 11.2% | 11.2% | 0.5% | 2.4% | 13.5% | -15.1
Cc1ccc(N2C(=O)c3n[nH]c(C)c3C2c2cccnc2)cc1 (stereo unspecified) | 1.9% | 24.2% | 10.9% | 9.2% | ? | 3.7% | -4.3
Cc1ccc([N+](=O)[O-])cc1S(=O)(=O)NCCc1c(C)[nH]c2c(C)cccc12 | 1.2% | -33.2% | -8.9% | 0.9% | 0.3% | -2.8% | 39.5
O=C(NC1CCCCC1)C(Cc1ccccc1)NS(=O)(=O)c1cccs1 (stereo unspecified) | -9.8% | -14.8% | 9.8% | 1.4% | -1.6% | 0.1% | -26.4
CCCCN(Cc1cc2cccc(C)c2[nH]c1=O)S(C)(=O)=O | 7.8% | 30.0% | -9.9% | 1.6% | -1.2% | 0.4% | 23.4

Reformatted with two lines to a compound: entries from further up
The line under a structure holds: Tb PYK inh | AmpC no deterg | HCV inhibitor | LmPK inhibitor | AmpC inh detg | AMA1 RON2 block | HCMV antiviral
> Cc1ccc(C)c(S(=O)(=O)NC2CCSC2=O)c1 (stereo unspecified)
→ -5.2% | -13.5% | 4.6% | / | ? | 25.2% | -6.4
> Cc1ccc(C)c(S(=O)(=O)N2CCN(C(=O)Cn3c(C(F)(F)F)nc4ccccc43)CC2)c1
→ -9.0% | 16.2% | ? | 0.7% | -4.7% | -0.1% | 9.2
